# Source: PubChem BioAssay
# FLuc modulator – qHTS profiling assay for firefly luciferase inhibitor/activator using purifed enzyme and Km concentrations of substrates (counterscreen for miR-21 project); purified FLuc, Km substrates, luminescence inhibition; Potency, µM (titrated, usually from 57.5 µM), for the others: top-dose activity change, negative = inhibition, usual class: inhibitors; 6.9% of 360,000 active; Luciferin 4-monooxygenase (Photinus pyralis), P08659;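 also: potency is read from the fitted curve at half-maximal effect; plate controls were vehicle for no effect and reference inhibitor for full effect; nearly all actives have a fitted effect of over 55% in size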
# Target sequence (P08659 whole entry, looked up): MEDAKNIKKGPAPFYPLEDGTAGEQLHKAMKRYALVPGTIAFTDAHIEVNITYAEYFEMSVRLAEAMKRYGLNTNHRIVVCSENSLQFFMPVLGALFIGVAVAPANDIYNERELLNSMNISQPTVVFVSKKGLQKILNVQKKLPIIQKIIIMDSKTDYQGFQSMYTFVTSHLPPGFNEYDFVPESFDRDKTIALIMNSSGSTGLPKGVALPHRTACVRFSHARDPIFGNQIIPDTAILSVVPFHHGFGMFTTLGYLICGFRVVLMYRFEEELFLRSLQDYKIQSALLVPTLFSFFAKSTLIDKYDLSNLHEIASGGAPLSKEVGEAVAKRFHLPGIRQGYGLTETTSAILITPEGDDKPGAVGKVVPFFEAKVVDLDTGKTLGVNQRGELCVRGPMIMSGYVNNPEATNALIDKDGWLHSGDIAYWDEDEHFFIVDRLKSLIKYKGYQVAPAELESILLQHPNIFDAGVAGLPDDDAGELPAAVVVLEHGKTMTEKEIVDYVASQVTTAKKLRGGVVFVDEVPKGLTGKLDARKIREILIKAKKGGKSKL
#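 Purified P. pyralis luciferase (10nM final) with 10uM D-luciferin and 10uM ATP (Km levels) in 50mM Tris acetate pH 7.5, 10mM Mg acetate, 0.01% Tween-20, 0.05% BSA; qHTS 6-point titration, ~60 µM downward; luminescence read.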
# uPA surface inh – qHTS for Inhibitors of Cell Surface uPA Generation; cell surface uPA generation assay, qHTS; Potency, µM (series often up to 38.3 µM), for the others: at the top dose activity change, negative = inhibition, actives largely listed as inhibitors; 0.31% of 330,000 active; AID 540303, 2011; active = well fitted inhibition curve with a large enough effect; inconclusive = small, poorly fitted or top-dose-only effect; inactive = no such curve, though single readings can be large or run the other way; tested in mouse RAW 264.7 cells; also: potency is read from the fitted curve at half-maximal effect; % is scaled to controls: 0 for no effect and ±100 for the full control effect; nearly all actives have a fitted effect of over 55% in size
# NPC1 promoter act – qHTS Assay for NPC1 Promoter Activators. 2.4% of 320,000 active. Huh7 NPC1 promoter luciferase reporter, 24 h. AID 485313, 2010. Potency, µM (titrated, usually from 9.22 µM), without a hit: at the top dose activation, actives largely listed as activators;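 also: potency is read from the fitted curve at half-maximal effect; % of control where 0% means no effect; nearly all actives have a fitted effect of over 60% in size; reporter is driven by a mutant NPC1 promoter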
#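 Huh7 cells stably carrying NPC1 promoter–luciferase, plated in Opti-MEM with 10% FBS for 2 h, were exposed to compound in DMSO for 24 h at 37 °C; luciferase reagent was added for 10 min and luminescence read.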
# ELG1 genotoxic – qHTS screen for small molecules that induce genotoxicity in human embryonic kidney (HEK293T) cells expressing luciferase-tagged ELG1 | 1.3% of 330,000 active | HEK293T ELG1-luciferase reporter, luminescence, 16 h | Potency, µM (highest dose often 46 µM), without a hit: at the top dose activity change, positive = activation, usual class: activators; also: potency is read from the fitted curve at half-maximal effect; % of control where 0% means no effect; nearly all actives have a fitted effect of over 60% in size
#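 Reporter readout depends on ELG1 protein level, which increases with genetic stress. After 16 hr compound exposure at 37 °C, luciferase activity was quantified using ONE-Glo.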
# KCNH2 3.1 block – qHTS for Inhibitors of KCHN2 3.1: Mutant qHTS | activity change, % (tested at about 1.8 µM) | Potassium voltage-gated channel subfamily H member 2, brain isoform KCNH2 3.1 (human) | 0.95% of 340,000 active | U2OS KCNH2 3.1, thallium flux FluxOr; hits give low values;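 active = maximum activity change below -70%; inconclusive = maximum activity change from -70% to -50%; inactive = maximum activity change above -50%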;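 also: thallium influx rate constant from kinetic fluorescence after stimulation buffer; % is scaled to controls: 0 for no effect and ±100 for the full control effect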
#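 FluxOr-based Tl+ influx in U2OS cells transduced with KCNH2 3.1 virus; rate constants normalized to DMSO controls.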
# VP16 counter – VP16 counterscreen qHTS for inhibitors of ROR gamma transcriptional activity. Drosophila S2 Gal4-VP16 UAS-luciferase, luminescence, 20 h. Potency, µM (highest dose often 53.6 µM), for inactives: top-dose activity, negative = inhibition, actives largely listed as inhibitors. 3.5% of 310,000 active;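 also: Gal4-VP16 expression switched on by copper sulfate through the metallothionein promoter; potency is read from the fitted curve at half-maximal effect; % is scaled to controls: 0 for no effect and ±100 for the full control effect; nearly all actives have a fitted effect of over 50% in size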
# Giardia killer – Small Molecules that selectively kill Giardia lamblia: qHTS. 0.15% of 340,000 active. Giardia lamblia trophozoite viability. activity change, % at 7.66 µM, hits read low. AID 540267, 2011; in the data active = activity change below about -80%; inconclusive = between about -30% and that limit;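 also: parasites exposed to compound for two days anaerobically before the ATP read; % is scaled to controls: 0 for no effect and ±100 for the full control effect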
#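 ATP-content bioluminescence gauges trophozoite survival. Cells (100/well) receive compound and incubate anaerobically for 48 hrs at 37 deg C; detection reagent follows for 15-30 min at room temperature.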
# RORg inh – qHTS for inhibitors of ROR gamma transcriptional activity. Nuclear receptor ROR-gamma (Mus musculus), P51450. Drosophila S2 Gal4-RORgamma UAS-luciferase reporter, 20 h. Potency, µM (top dose mostly 53.6 µM), for the others: at the highest dose activity change, negative = inhibition, usual class: inhibitors. 5.4% of 310,000 active. AID 2551, 2010; also: potency is read from the fitted curve at half-maximal effect; % is scaled to controls: 0 for no effect and ±100 for the full control effect; nearly all actives have a fitted effect of over 60% in size
#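 Luminescence from a UAS-regulated Photinus luciferase reporter in stably transfected Drosophila Schneider cells is measured; decreased signal marks ROR gamma inhibition. Fusion expression is induced by 700 uM copper sulfate for 20 hr.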
# Rab9 promoter act – qHTS Assay for Rab9 Promoter Activators | Huh7 Rab9 promoter-luciferase reporter, luminescence, 24 h | AID 485297, 2010 | Potency, µM (titrated, usually from 9.22 µM), without a hit: top-dose activation, negative = inhibition, actives largely listed as activators | 2.8% of 320,000 active; also: potency is read from the fitted curve at half-maximal effect; % of control where 0% means no effect; nearly all actives have a fitted effect of over 60% in size
#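 Measured in stably transfected Huh7 cells bearing a Rab9 promoter–luciferase construct: 24 h compound treatment at 37 °C, followed by luminescence detection.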
# FBPA coupling cs – qHTS Assay for Inhibitors of Fructose-1,6-bisphosphate Aldolase from Giardia Lamblia: Coupling assay counterscreen | coupling enzyme system counterscreen, AmpLite Red fluorescence | 0.67% of 290,000 active | AID 2472, 2010 | activity change, negative = inhibition, % at 58.2 µM, hits read low; in the data active = activity change below about -30%; also: % is scaled to controls: 0 for no effect and ±100 for the full control effect
#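 Counterscreen lacking aldolase: glyceraldehyde-3-phosphate coupling-enzyme reagent preincubated 10 min at RT with compound (at 57.5 uM final), then substrate/coupling system with AmpLite Red added; fluorescence read at 525/598 nm after 20 min RT.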
# Tb PFK block – qHTS Assay to Find Inhibitors of T. brucei phosphofructokinase; T. brucei PFK, ADP-Glo luminescence; Potency, µM (top dose mostly 57.5 µM), inactives show at the top dose activity, negative = inhibition, usual class: inhibitors; 0.17% of 330,000 active; AID 485367, 2010;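 also: potency is read from the fitted curve at half-maximal effect; 0% = uninhibited 1x PFK enzyme wells and -100% = no-enzyme wells; nearly all actives have a fitted effect of over 60% in size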
#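 PFK 1.25 nM, F6P 0.5 mM, ATP 0.1 mM, 0.1 M TEA pH 8.0, 5 mM MgCl2, 0.01% Tween20, 0.1% BSA; 45 min RT. ADP-Glo readout. qHTS titration up to 57 uM; curves fitted, compounds curve-classed.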
# * hit, by the source's call; ? = inconclusive; · = no result given; [ ] = remark or other dose. Unless noted, calls follow the shape of the dose curve; as a rule, active = well fitted curve in the direction sought with a large enough effect; inconclusive = small, poorly fitted or top-dose-only effect, or another doubt; inactive = no such curve, though single readings can be large; an effect the other way counts as inactive or inconclusive.
SMILES,FLuc modulator,uPA surface inh,NPC1 promoter act,ELG1 genotoxic,KCNH2 3.1 block,VP16 counter,Giardia killer,RORg inh,Rab9 promoter act,FBPA coupling cs,Tb PFK block
COc1cc(OC)c(C(=O)COc2ncnc3ccccc23)c(OC)c1,0%,0%,-1%,-6%,35,-2%,11,-17%,0%,0,4%
Brc1ccc(CN2CCN(c3ccccn3)CC2)s1,1%,-5%,-3%,1%,-18,12%,-7,2%,-2%,2,-2%
Cc1ccc(NC(=O)c2ccc(NS(=O)(=O)c3c(C)noc3C)cc2)cc1C,?,-9%,0%,?,-6,11%,-23,17%,1%,0,9%
Clc1cccc(CNc2nnnn2-c2ccccc2)c1,-1%,-8%,2%,-7%,3,-13%,1,35%,0%,0,-4%
O=C1O/C(=C/c2ccccc2)N=C1c1ccccc1,2.7µM*,-6%,-1%,0%,2,3%,9,-21%,0%,8,0%
CCCCCCCCCCCCCCCC[n+]1ccc(C(N)=O)cc1,5%,-2%,-1%,-7%,-43,-18%,17,?,-1%,0,6%
CCCCC(CC(O)COCC(C)C)C(=O)NN (stereo unspecified),-3%,12%,-1%,2%,0,-1%,-4,-12%,-2%,0,-4%
COc1ccc(NC(=O)CN(c2ccc(C)cc2)S(C)(=O)=O)c(OC)c1,-1%,6%,-4%,1%,-4,-12%,-3,24%,2%,-1,2%
CN(CC(=O)Nc1ccccc1Br)C(=O)c1cccc([N+](=O)[O-])c1,-2%,-1%,-2%,3%,11,2%,3,6%,-1%,0,2%
COc1ccccc1NS(=O)(=O)c1cc(NC(=O)CCc2nc3ccccc3c(=O)[nH]2)ccc1C,3%,34%[activator],1%,-11%,10,·,5,·,-4%,·,-1%
COc1ccc(Cn2c(SCc3cc(C)ccc3C)nc3cc(OC)c(OC)cc3c2=N)cc1,6%,1%,-2%,-18%,-19,-6%,4,34%,-2%,-3,13%
CN(C)c1nc(-c2ccccc2)cc(C(F)(F)F)c1C#N,-1%,1%,-2%,-2%,0,3%,-11,-3%,16%,1,0%
COCCN(C(=S)Nc1cc(C)cc(C)c1)C(C)c1cccs1 (stereo unspecified),-2%,-2%,-5%,-5%,-9,22µM*,18,10µM*,-2%,-1,-1%
COc1ccc(OCC(=O)NC2CCCc3ccccc32)cc1 (stereo unspecified),-1%,0%,13%,-2%,-12,-8%,?,24%,2%,1,-4%
COc1ccc(N(CC(=O)Nc2ccc(C)cc2)S(=O)(=O)c2c(C)noc2C)cc1,1%,15%,-2%,-7%,-13,-5%,-4,7%,1%,·,0%
Cc1cc(-c2ccc(C)c(S(=O)(=O)NCC3CCN(Cc4cccc(F)c4)CC3)c2)on1,-1%,?,-3%,-2%[9.26 µM],-1,8%,-8,2%,-6%,2,0%
CCOC(=O)c1cc2nc(-c3ccco3)cc(C(F)(F)F)n2n1,-4%,-1%,1%,1%,-2,6%,21,?,-6%,2,1%
COc1ccc(S(=O)(=O)Cc2ccc(C(=O)N3CCN(C(=O)c4ccco4)CC3)o2)cc1,4%,-2%,-1%,-2%,-23,3%,0,0%,3%,0,1%
Cc1ccc(C(=O)OCC(=O)N2C(C)CCCC2C)cc1S(=O)(=O)N1CCOCC1 (stereo unspecified),-5%,-5%,0%,-12%,9,·,68[activator],·,1%,·,-6%

# One compound at a time (already shown). Screens in order: FLuc modulator | uPA surface inh | NPC1 promoter act | ELG1 genotoxic | KCNH2 3.1 block | VP16 counter | Giardia killer | RORg inh | Rab9 promoter act | FBPA coupling cs | Tb PFK block
# Entry for COc1ccc(Cn2c(SCc3cc(C)ccc3C)nc3cc(OC)c(OC)cc3c2=N)cc1 = 6% | 1% | -2% | -18% | -19 | -6% | 4 | 34% | -2% | -3 | 13%
# Entry for O=C1O/C(=C/c2ccccc2)N=C1c1ccccc1 = 2.7µM* | -6% | -1% | 0% | 2 | 3% | 9 | -21% | 0% | 8 | 0%

# As a short view, some entries already given.
SMILES,FLuc modulator,uPA surface inh,NPC1 promoter act,ELG1 genotoxic,KCNH2 3.1 block,VP16 counter,Giardia killer,RORg inh,Rab9 promoter act,FBPA coupling cs,Tb PFK block
O=C1O/C(=C/c2ccccc2)N=C1c1ccccc1,2.7µM*,-6%,-1%,0%,2,3%,9,-21%,0%,8,0%
CCCCCCCCCCCCCCCC[n+]1ccc(C(N)=O)cc1,5%,-2%,-1%,-7%,-43,-18%,17,?,-1%,0,6%
CCCCC(CC(O)COCC(C)C)C(=O)NN (stereo unspecified),-3%,12%,-1%,2%,0,-1%,-4,-12%,-2%,0,-4%
COc1ccc(NC(=O)CN(c2ccc(C)cc2)S(C)(=O)=O)c(OC)c1,-1%,6%,-4%,1%,-4,-12%,-3,24%,2%,-1,2%
CN(CC(=O)Nc1ccccc1Br)C(=O)c1cccc([N+](=O)[O-])c1,-2%,-1%,-2%,3%,11,2%,3,6%,-1%,0,2%
COc1ccccc1NS(=O)(=O)c1cc(NC(=O)CCc2nc3ccccc3c(=O)[nH]2)ccc1C,3%,34%[activator],1%,-11%,10,·,5,·,-4%,·,-1%
COc1ccc(Cn2c(SCc3cc(C)ccc3C)nc3cc(OC)c(OC)cc3c2=N)cc1,6%,1%,-2%,-18%,-19,-6%,4,34%,-2%,-3,13%
CN(C)c1nc(-c2ccccc2)cc(C(F)(F)F)c1C#N,-1%,1%,-2%,-2%,0,3%,-11,-3%,16%,1,0%
COCCN(C(=S)Nc1cc(C)cc(C)c1)C(C)c1cccs1 (stereo unspecified),-2%,-2%,-5%,-5%,-9,22µM*,18,10µM*,-2%,-1,-1%
COc1ccc(OCC(=O)NC2CCCc3ccccc32)cc1 (stereo unspecified),-1%,0%,13%,-2%,-12,-8%,?,24%,2%,1,-4%
COc1ccc(N(CC(=O)Nc2ccc(C)cc2)S(=O)(=O)c2c(C)noc2C)cc1,1%,15%,-2%,-7%,-13,-5%,-4,7%,1%,·,0%
Cc1cc(-c2ccc(C)c(S(=O)(=O)NCC3CCN(Cc4cccc(F)c4)CC3)c2)on1,-1%,?,-3%,-2%[9.26 µM],-1,8%,-8,2%,-6%,2,0%
